# Screening data (PubChem)
# A340 absorber = compounds absorbing at 340 nm; fold change at 10 µM; 65,000 tested, under 10 active; AID 708; compound absorbance at 340 nm, fold over control;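 active = at 10 µM dose, initial 340 nm absorbance at least 2 fold that of control wells; inactive = change under 2 fold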;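 note: initial absorbance extrapolated from kinetic A340 decline of NADH oxidation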
# Hsp90 block = displaces geldanamycin probe from tumor Hsp90 | NCI-N417 lysate Hsp90, Cy3B-geldanamycin FP displacement | inhibition, % at 30 µM | actives 0.35% (n = 64,000) | AID 429;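 active = inhibition above 50%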;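 note: 0% = tracer plus lysate wells and 100% = tracer alone without lysate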
# Cdc25B inh = human M-phase inducer phosphatase 2 inhibition; P30305; inhibition, %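 (compounds tested at 10 µM final in the well)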; actives 0.1% (n = 65,000); recombinant Cdc25B, OMFP fluorescence Ex485/Em525; in the data active = inhibition above about 50%
# MMP13 inh = blocks human MMP13 activity; P45452; MMP-13 fTHP FRET cleavage, Mca fluorescence; inhibition, % at 4 µM; actives 0.07% (n = 65,000); AID 570;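 active = inhibition above the mean of compound-free control plate wells plus 3 SD, cut at about 14% in these data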;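 note: 0% = DMSO wells and 100% = wells with reference MMP-13 inhibitor after basal subtraction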
# AP complement = orthogonal test for alternative complement pathway inhibitors; Human serum alternative complement pathway, LPS-coated ELISA, C3 deposition; tested in compound mixtures; inhibition, % at 5 µM; actives 0.08% (n = 62,000);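 active = inhibition above 30% in each of the two pooled mixtures holding the compound, so the lower value exceeds 30%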;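 note: 0% = serum in Mg-EGTA without compound and 100% = EDTA serum blank; some compounds past the cut are filed as inactive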
#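 Assay system: human serum alternative complement pathway, C3 deposition on LPS-coated wells; Dosing: 5 µM per compound in ten-compound mixtures; Detection: Anti-C3 ELISA, OD 450 nm; Buffer or medium: Mg2+-EGTA GVB++ buffer containing human serum at 1:15 dilution; Timing: 1 h at 37 °C; Replication: two different pools per compound.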
# FXIa mix inh = blocks human factor XIa in pooled compound mixtures | actives 0.19% (n = 62,000) | purified FXIa, fluorogenic substrate | inhibition, % at 5 µM;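 note: each value is inhibition by a whole ten-compound pool holding the compound; 0% = enzyme with no mixture and 100% = wells lacking enzyme; strong numbers were not always called active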
# Target sequence (P03951 19-387 limits assumed): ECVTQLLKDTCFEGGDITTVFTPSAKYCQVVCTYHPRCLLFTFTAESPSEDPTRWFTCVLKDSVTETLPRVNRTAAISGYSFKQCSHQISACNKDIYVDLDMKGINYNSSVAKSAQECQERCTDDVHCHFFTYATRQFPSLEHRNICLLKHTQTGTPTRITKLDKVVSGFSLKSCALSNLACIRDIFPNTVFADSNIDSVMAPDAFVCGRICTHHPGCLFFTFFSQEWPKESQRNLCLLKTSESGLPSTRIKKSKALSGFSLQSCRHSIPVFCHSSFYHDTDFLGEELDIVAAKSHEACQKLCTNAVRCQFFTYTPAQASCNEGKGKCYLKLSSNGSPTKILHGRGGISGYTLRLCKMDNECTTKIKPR
# Target sequence (P03951 388-625 limits assumed): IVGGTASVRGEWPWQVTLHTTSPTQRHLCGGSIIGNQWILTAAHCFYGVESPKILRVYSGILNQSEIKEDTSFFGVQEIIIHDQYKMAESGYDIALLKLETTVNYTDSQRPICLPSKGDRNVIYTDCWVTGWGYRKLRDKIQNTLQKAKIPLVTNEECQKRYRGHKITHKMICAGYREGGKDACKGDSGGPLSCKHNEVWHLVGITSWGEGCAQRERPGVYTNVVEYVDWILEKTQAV
# DUSP1 inh = blocks human MKP-1 phosphatase activity; actives 0.15% (n = 65,000); recombinant MKP-1, OMFP hydrolysis fluorescence; inhibition, %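 (compounds tested at a single concentration somewhere between 10 and 100 µM)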; P28562;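 active = inhibition above about 50%, limit read from the data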;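 note: 0% = DMSO max control wells and 100% = wells with enzyme stopped by NaOH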
# Target sequence (P28562 whole entry, looked up): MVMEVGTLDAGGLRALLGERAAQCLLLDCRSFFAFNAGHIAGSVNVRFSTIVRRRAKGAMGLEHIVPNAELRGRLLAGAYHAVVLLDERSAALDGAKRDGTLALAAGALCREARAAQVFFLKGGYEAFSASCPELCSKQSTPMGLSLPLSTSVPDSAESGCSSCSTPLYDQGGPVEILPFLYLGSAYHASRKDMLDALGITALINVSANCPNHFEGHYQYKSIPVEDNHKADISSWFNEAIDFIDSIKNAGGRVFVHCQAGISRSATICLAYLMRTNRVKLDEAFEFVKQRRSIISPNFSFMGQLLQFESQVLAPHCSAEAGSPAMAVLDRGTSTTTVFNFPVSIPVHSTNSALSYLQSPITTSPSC
# FXIIa inh mix = factor XIIa (human) inhibition, mixture screen. P00748. purified FXIIa, fluorogenic substrate, pooled mixtures. inhibition, % at 5 µM. actives 0.2% (n = 62,000);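 note: 0% = enzyme without compound and 100% = no enzyme blank; some results filed as inactive read as strong as hits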
# JNK3 blocker = JNK3 (human) kinase inhibition; actives 0.61% (n = 60,000); purified JNK3 kinase activity, HTS; P53779; inhibition, % at 8 µM; in the data active = inhibition above about 17%;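 note: 0% = DMSO and 100% = reference inhibitor; many of its hits are not listed in these tables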
# Starred values were filed as active, the others as inactive; · = not tested or not shown; [ ] = another dose, or the depositor's remark. Cut-off read from the data, not from the text of the source, unless noted: active = inhibition above about 20% (passing the limit was not always enough); inactive = the rest.
# The opening 2 records, to show the layout:
SMILES,A340 absorber,Hsp90 block,Cdc25B inh,MMP13 inh,AP complement,FXIa mix inh,DUSP1 inh,FXIIa inh mix,JNK3 blocker
O=C(NCC1CCCO1)C1CCCN1C(=O)NC1CCCCC1 (stereo not given),1,-10,-1,3,13,-2,-3,7,-3
COc1ccc2c(C)c(Cl)c(=O)oc2c1,1.1,-4,2,-433[fluorescence artefact?],10,-5,9,-3,0

# The whole of this part, from the start:
SMILES,A340 absorber,Hsp90 block,Cdc25B inh,MMP13 inh,AP complement,FXIa mix inh,DUSP1 inh,FXIIa inh mix,JNK3 blocker
O=C(NCC1CCCO1)C1CCCN1C(=O)NC1CCCCC1 (stereo not given),1,-10,-1,3,13,-2,-3,7,-3
COc1ccc2c(C)c(Cl)c(=O)oc2c1,1.1,-4,2,-433[fluorescence artefact?],10,-5,9,-3,0
O=C(Cn1ncc2c1-c1ccccc1OC2)N1CCc2ccccc21,0.97,-2,-9,-4,17,3,12,5,-4
Cc1c(C(=O)NCC2CCCO2)oc2ccc(S(=O)(=O)N3CC(C)CC(C)C3)cc12 (stereo not given),1,-2,-11,-10,6,12,11,-2,4
C=CCOc1ccc(/C(O)=C2\C(=O)C(=O)N(CCCOC)C2c2ccc(O)c(OC)c2)cc1 (stereo not given),1.1,5,3,0,8,15,-5,9,10
N#CCCn1nnc(-c2ccccc2F)n1,1,·,-19,·,14,3,-3,-1,·
CC(Sc1nc(-c2ccccc2)cc(C(F)(F)F)n1)C(=O)N1CCC(C(N)=O)CC1 (stereo not given),1,1,2,0,3,2,-7,11,1
CCN(CC)S(=O)(=O)c1ccc2c(c1)c(C(=O)O)cn2C,1,-6,-10,-4,·,·,-23,·,2
Cc1ccc(OCC(=O)OC2CCS(=O)(=O)C2)cc1 (stereo not given),1,4,-4,6,9,3,-20,-1,0
O=C(NO)c1ccc(OC(F)F)cc1,0.94,6,0,6,9,5,-9,0,1
COc1cc(OC)c(C2N(c3cc(C)on3)C(=O)C3CCCN32)cc1OC (stereo not given),1,-4,7,0,-5,-1,17,-3,8
CCCCNC(=O)c1cc2c(-c3ccc(Cl)cc3)nn(C)c2s1,1.1,-3,-5,-30,5,11,5,0,-7
CC(C)Oc1ccc(C(=O)NCc2cccnc2)cc1,1,-2,-11,0,4,4,0,5,-3
CCCCC(=O)Nc1ccc(C(=O)NCc2ccncc2)cc1,1,-13,-4,3,11,6,6,13,2
CCC(=O)Nc1nc(C)cc(SCC(=O)OC)n1,1.1,-2,4,1,1,21*,-12,-1,-1
Cc1ccc(Cn2ccc(NC(=O)c3noc4c3CCCCC4)n2)cc1,0.98,-4,-7,-10,1,-20,-1,10,2
CCCS(=O)(=O)N1CCCC(C(=O)NCCN2CCCCC2C)C1 (stereo not given),0.98,-2,10,-7,16,4,-4,1,-2
CC1CC(NC(=O)c2cnc3n(c2=O)CCS3)CC(C)(C)C1 (stereo not given),1,0,-7,-7,-1,4,6,3,3
CCOC(=O)N1CCN(C(=O)c2nn(-c3ccc(C)cc3)c(=O)c3c2c2ccccc2n3C)CC1,1.1,-4,-2,-4,15,4,32,-8,1
CCOC(=O)CC(=O)CSC1=C(C#N)C(c2ccccc2OC)CC(=O)N1 (stereo not given),1,-2,-23,0,12,3,-24,-1,-3
CC(=O)c1cccc(N=C2C(=O)Nc3ccccc32)c1,1,-5,-14,-5,3,10,2,10,1
Cn1c(C(=O)N2CCCC(C(=O)NCCCc3ccccc3)C2)cc2sccc21 (stereo not given),1,-6,-9,5,10,12,17,2,-4
CCC(=O)Nc1nc2cc(OC)ccc2s1,1,0,2,3,18,2,20,6,4
CC(=O)NC(CCS(C)(=O)=O)C(=O)Nc1cccc(C)c1C (stereo not given),0.99,-3,-10,2,-2,1,-2,5,-10
CC(C)(Oc1ccc(Cl)cc1)C(=O)Nc1ncccn1,1.1,·,-3,-2,27,8,7,1,·
O=C(Nc1ccc2c(c1)OCO2)c1c(Cl)nc2sccn12,1.1,·,-9,0,13,14,6,8,·
C(=N\n1cnnc1)/c1ccc2ncccc2c1,1,-1,-11,-5,0,10,0,4,4
COc1ccc(CCNC(=O)CCn2c(=O)oc3ccccc32)cc1OC,1,-3,-3,3,7,8,8,45,-3
Cc1cccc(C)c1NC(=O)CS(=O)CC(=O)NC1CCCc2ccccc21 (stereo not given),0.98,-13,3,2,7,-2,4,2,1
COc1ccccc1C(=O)Nc1ccc(C(=O)O)cc1,1,-7,6,1,4,10,5,1,-5
O=C(NC1=NCCS1)NC12CC3CC(CC(C3)C1)C2,0.97,-4,-4,-2,-3,-2,-16,-14,-5
Cc1cnc(C(=O)Nc2cccc3cccnc23)cn1,1.1,0,0,5,-2,7,2,3,-1
O=S(=O)(c1ccc(Sc2nnc3ccccn23)nc1)N1CCOCC1,1,-1,-5,6,-7,2,10,-3,1
CCOc1ccc(C(=O)NCC(C)CN(C)C)cc1OCC (stereo not given),1,-11,-11,0,22,5,7,5,-5
CC(NC(=O)Cn1cc2c(n1)CCCCC2)c1ccccc1 (stereo not given),1,-1,-4,-2,7,4,-7,4,0
CCOc1ccccc1C(=O)NCCCCCC(=O)O,1,-3,6,-2,·,·,-17,·,-5
COc1ccc(-c2cc(C(=O)NC3CCCC3)no2)cc1OC,1,1,-7,-2,15,10,24,-6,-11
O=C(O)c1c(-c2ccccc2)c2oc3ccccc3c2[nH]c1=O,1.1,-2,-2,-24,13,-3,0,-19,5
O=C(CSc1nc2[nH]ncc2c(=O)n1-c1ccccc1)N1CCCc2ccccc21,1,-5,2,0,8,7,50*,-4,14
CCc1ccccc1NC(=O)CN1C(=O)C2CCCN2c2ncc(Cl)cc21 (stereo not given),1,-6,-6,-5,11,3,4,0,4
Cc1cc(NCCN2CCOCC2)n2c(nc3ccccc32)c1C#N,1.1,-2,-2,-143[fluorescence artefact?],6,4,0,-16,5
CCc1cc2c(=O)c(-c3nc4ccccc4n3C)coc2c(CN2CCN(C)CC2)c1O,1.2,-1,-12,-6,-5,2,33,6,-4
CCOc1cc(C(=O)N(C)Cc2cc3cc(OC)ccc3[nH]c2=O)cc(OCC)c1OCC,1,-4,-2,-10,4,11,-3,3,-5
CCS(=O)(=O)N1CCCC(C(=O)NCc2cccnc2)C1 (stereo not given),1,-4,2,-1,10,8,2,7,-10
CCc1nnc(NC(=O)c2c(O)c3c([nH]c2=O)CCCC3)s1,1,6,3,-11,20,10,-9,-15,-7
O=C1CC(C(=O)N(c2cccc(F)c2)C(C(=O)NC2CCCC2)c2ccccn2)CS1 (stereo not given),1,0,1,2,3,7,-13,9,·
O=C(O)C1CCN(S(=O)(=O)c2ccc(Oc3ccccc3)cc2)CC1,1.1,-1,-17,2,6,9,12,5,11
CCOC(=O)Cc1csc(NC(=O)c2cccc(OC)c2)n1,1,-6,-4,-1,9,28,-1,-7,-3
CCOc1ccc(CN2CCN(C(=O)c3ccccc3)CC2)cc1,1,-3,-12,6,17,5,-10,1,1
Cc1ccc(C(C(=O)NC2CCCC2)N2CCCCC2)cc1 (stereo not given),1.1,0,-12,0,3,11,-8,-28,-3

# Random excerpt: five records from the list, in no set order.
SMILES,A340 absorber,Hsp90 block,Cdc25B inh,MMP13 inh,AP complement,FXIa mix inh,DUSP1 inh,FXIIa inh mix,JNK3 blocker
CCc1cc2c(=O)c(-c3nc4ccccc4n3C)coc2c(CN2CCN(C)CC2)c1O,1.2,-1,-12,-6,-5,2,33,6,-4
CCOc1ccc(CN2CCN(C(=O)c3ccccc3)CC2)cc1,1,-3,-12,6,17,5,-10,1,1
CCOc1cc(C(=O)N(C)Cc2cc3cc(OC)ccc3[nH]c2=O)cc(OCC)c1OCC,1,-4,-2,-10,4,11,-3,3,-5
CCOC(=O)Cc1csc(NC(=O)c2cccc(OC)c2)n1,1,-6,-4,-1,9,28,-1,-7,-3
O=C(O)C1CCN(S(=O)(=O)c2ccc(Oc3ccccc3)cc2)CC1,1.1,-1,-17,2,6,9,12,5,11

# More compounds
SMILES,A340 absorber,Hsp90 block,Cdc25B inh,MMP13 inh,AP complement,FXIa mix inh,DUSP1 inh,FXIIa inh mix,JNK3 blocker
CCCC1C(c2ccc(OC)cc2)C(C#N)(C#N)C2(C#N)CC1(N)NC2=O (stereo not given),1,-8,11,1,·,·,-11,·,-2
Cc1ccc(S(=O)(=O)N2CCN(C(=O)CSc3nc4ccccc4o3)C2)cc1,1,2,-1,6,7,4,2,3,3
CCOCCOC(=O)C1=C(C)N(C)C(=O)NC1c1ccccc1F (stereo not given),1,-2,-2,5,22,5,-12,0,·
C=CCn1c(COc2ccc(CC)cc2)nnc1SC/C(O)=C(\C#N)c1nc2ccccc2[nH]1,1,-12,1,-5,5,-8,18,15,·
CCc1c(C)nc(SCC(=O)Nc2ccc(Br)cc2)[nH]c1=O,1,-1,-11,4,13,8,5,0,0
COc1cccc(OC)c1Oc1ccc(C(F)(F)F)cn1,1,-3,-1,-4,0,1,-5,11,-2
O=C1OC(c2ccccc2)=C/C1=C/N1CCCCC1,1.2,-1,-5,4,6,-2,-14,-1,-16
Cc1cc(C)nc(SC(C)C(=O)Nc2ccc(S(N)(=O)=O)cc2)n1 (stereo not given),1,-1,-3,0,-7,-4,24,-6,-9
Cc1cc(=O)oc2cc(OCC(=O)NCc3cccnc3)ccc12,1,-2,8,-36,25,12,-18,7,5
Cc1cc(N=CC2=C(O)CC(C)(C)CC2=O)no1,1,0,-13,0,-2,0,5,-20,-4
CC1CCN(CCCNC(=O)c2ccc(CS(=O)(=O)Cc3ccccc3F)o2)CC1,1.1,-3,-6,1,-2,11,-7,6,·
COc1ccccc1C1(CC(=O)O)CCOC(C(C)C)C1 (stereo not given),1,-4,1,0,15,7,1,-33,1
Cc1cc(C(F)(F)F)nn1Cc1ccc(C(=O)NCc2ccco2)o1,0.98,-6,-5,1,0,3,6,3,1
Cc1cc(Nc2cccc(F)c2)n2ncnc2n1,1.1,-2,-14,-7,10,6,2,2,-2
O=C(Cc1cccs1)N1CCCC(c2nc3c(nnn3Cc3ccccc3Cl)c(=O)[nH]2)C1 (stereo not given),1,-7,13,-4,-1,31,27,-1,-5
CCCCCn1c(CN2CCN(C)CC2)nc2c1c(=O)n(C)c(=O)n2C,0.98,-1,-5,-4,4,7,-5,7,1
COCCOCC(O)CN1CCN(c2ccc(C)cc2)CC1 (stereo not given),1,-4,-5,-5,2,0,12,2,2
COC(=O)c1ccc(NS(=O)(=O)c2ccc(SC)cc2)cc1,1,-1,2,-1,11,5,9,4,2
COc1ccc(CC(=O)NC2CCN(CC(=O)Nc3ccc4c(c3)OCCO4)CC2)cc1OC,0.98,-3,-1,-1,-1,-2,-14,3,-4
CC1(C(=O)NC2CCCCCCC2)CCC(=O)N1CCN1CCOCC1 (stereo not given),1,-1,0,-10,-13,-6,27,9,8
Cc1cc(C(=O)OCC(=O)Nc2ccc(F)cc2F)c(C)o1,1,-2,-5,-5,3,9,-2,1,-2
Cc1ccc(NC2c3ncccc3C(=O)N2c2ccccc2C)cc1C (stereo not given),1.1,-8,-2,3,5,1,26,2,-5
CSc1ccccc1NC(=O)c1cc(CC(C)C)on1,1,-1,-10,8,7,-4,-5,1,-5
CC(=O)NC(Cc1ccccc1)C(=O)NC1CCN(C(=O)NC2CCCCC2)CC1 (stereo not given),1,-3,17,2,6,-3,2,0,4
O=C(NCC1CCCO1)c1coc2nc3ccccc3nc12 (stereo not given),1.1,-21,-14,-135[fluorescence artefact?],6,3,6,5,3
CC1c2[nH]c3ccccc3c2CCN1S(C)(=O)=O (stereo not given),1,-2,2,-13,·,·,7,·,-6
CCOc1ccccc1N(CC(=O)Nc1ccc2c(c1)OCO2)S(C)(=O)=O,1,·,-5,0,14,-2,9,-3,·
O=C(COc1ccccc1O)Nc1ccccc1Cl,1,1,-5,-2,9,7,8,-1,2
O=C(c1cccs1)N1CCN(Cc2ccncc2)CC1,0.98,1,-5,2,9,-4,-14,5,-3
COc1ccccc1C(=O)Nc1ccc(N2CCN(Cc3ccccc3)CC2)cc1,1,4,4,-11,8,7,-7,10,-2
